Assay outcomes as filed in PubChem.
pAkt inh: inhibitors of Akt phosphorylation; Neuro2A IGF-stimulated pAkt S473 HTRF, 20 min; hits give low values; activity change, % for hits at 50 µM; AID 651550; 0.32% of 360,000 active; in the data active means activity change below about -80%; inconclusive means mostly about -51% to -80%; further: on the % scale 0 is the no-effect control and ±100 the full control effect
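Single-point screen (50 µM final compound) in Neuro2A cells stimulated 20 min with 6 nM IGF at 37 deg C. After lysis, Ser473-phosphorylated Akt read by HTRF (ex 330 nm, em 615/665 nm) as the 665/615 ratio.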
MmCpn inh: blocks the Methanococcus maripaludis chaperonin Mm-Cpn | purified Mm-Cpn ATPase, ADP Transcreener TR-FRET | Potency, µM (series often up to 76.9 µM), without a hit: top-dose activity, negative = inhibition, hits mostly inhibitors | AID 504842 | 0.031% of 330,000 active; further: potency means the concentration at half of the fitted maximal effect; on the % scale 0 is the no-effect control and ±100 the full control effect; nearly all actives have a fitted effect of over 80% in size
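Compound-treated chaperonin, 25 nM final, turns over 10 uM ATP at 37°C for 30 min following a 10 min preincubation; ADP generated competes with ADP-d2 for Eu-cryptate antibody, lowering FRET.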
A549 viability: counter-screen for Nrf2 inhibitors: cytotoxicity in A549 cells. Potency, µM (highest dose often 46 µM), inactives show top-dose activity change, negative = cytotoxicity, usual class: inhibitors. 0.16% of 390,000 active. A549 ARE-Fluc cells, CellTiter-Fluor viability, 18-24 h; further: potency means the concentration at half of the fitted maximal effect; on the % scale 0 is the no-effect control and ±100 the full control effect
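A549 ARE-Fluc cells in 5% FBS OPTI-MEM, 5000 cells/well, rested 2 h then exposed to compounds in concentration-response for 18-24 h at 37 °C. Viability by CellTiter-Fluor fluorescence (Ex 405/Em 525) after 30 min; luciferase luminescence (BugLite, 15 min, RT) read afterwards.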
HepG2 viability: HepG2 cytotoxicity, counter-screen for TGF-b inhibitors | Potency, µM (top dose mostly 46.1 µM), inactives show at the top dose activity change, negative = cytotoxicity, most hits filed as cytotoxic | 0.76% of 410,000 active | HepG2 CAGA-GFP viability, ATP luminescence, 18 h; further: potency means the concentration at half of the fitted maximal effect; some results filed as inactive show a strong effect at the top dose
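CellTiter-Glo luminescence gave cytotoxicity after 18 hours at 37 degrees C. The cells were HepG2 CAGA-GFP in 1% FBS DMEM, stimulated with 500 pg/mL TGF-beta after compound addition. %Activity was normalised to no-cell wells (complete cell-killing) and DMSO (no toxicity), and curves were fitted and classified.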
ATXN viability: cell viability loss in ATXN counter-screen; S2 cells (HEK-293 line with an ATXN2-luciferase reporter) viability, CellTiter-Fluor protease fluorescence, 24 h; Potency, µM (doses to about 56.7 µM), hits mostly cytotoxic; 0.49% of 400,000 active; AID 651635; further: potency means the concentration at half of the fitted maximal effect; nearly all actives have a fitted effect of over 40% in size
TGFb SMAD3 inh: inhibitors of TGF-b signaling; Potency, µM (doses to about 46.1 µM), inactives show at the highest dose activity, negative = inhibition, most hits filed as inhibitors; 1.2% of 410,000 active; HepG2 CAGA-GFP TGF-b/SMAD3 reporter, GFP fluorescence, 18 h; TGF-beta stimulated, 500 pg/mL final; further: potency means the concentration at half of the fitted maximal effect; on the % scale 0 is the no-effect control and ±100 the full control effect; nearly all actives have a fitted effect of over 65% in size
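Inhibition of TGF-beta-driven CAGA-GFP reporter expression in HEPG2 cells is measured by cellular GFP fluorescence after 18 h stimulation with 500 pg/mL recombinant TGF-beta in 1% FBS medium at 37 degrees C.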
Nrf2 activator: activates Nrf2 signaling; AREc32 ARE-luciferase reporter (MCF7-derived line), luminescence, 24 h; Potency, µM (highest dose often 46.1 µM), for the others: at the highest dose activation, hits mostly activators; 0.31% of 410,000 active; further: potency means the concentration at half of the fitted maximal effect; % of control where 0% means no effect; nearly all actives have a fitted effect of over 65% in size
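AREc32 cells carrying an ARE-driven firefly luciferase, 1000 cells/well in OPTI-MEM with 5% FBS, dosed after overnight attachment and incubated 24 hr at 37 deg C. Steady-Glo luminescence read after 30 min at RT.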
CCT chaperon mod: modulators of cytosolic chaperonin (CCT/TRiC) activity; purified chaperonin ATPase assay, HTRF ADP detection, 30 min; activity change, % (concentration not given with the values), hits read low; 0.3% of 360,000 active; AID 651819; in the data active means activity change below about -30%; further: on the % scale 0 is the no-effect control and ±100 the full control effect
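TRiC (40 or 20 nM final, by batch activity) in 30 mM Tris pH 7.4, 100 mM KCl, 5 mM MgCl2, 1 mM DTT was treated with compound at 76 uM single dose, then 10 uM ATP, 30 min at 37 °C. ADP was read by HTRF Transcreener.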
Nrf2 inh: blocks Nrf2 signaling. A549 ARE-Fluc reporter, luciferase luminescence, 18-24 h. 2.1% of 360,000 active. Potency, µM (titrated, usually from 46 µM), inactives show at the highest dose activity change, negative = inhibition, actives largely listed as inhibitors; further: potency means the concentration at half of the fitted maximal effect; on the % scale 0 is the no-effect control and ±100 the full control effect; nearly all actives have a fitted effect of over 60% in size
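Reporter: ARE-Fluc in A549. Exposure: 18-24 h, 37 °C, 5% CO2, 5% FBS OPTI-MEM. Readouts: fluorescent cytotoxicity (CellTiter-Fluor), then luminescent Nrf2 signal after BugLite.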
* hit, by the source's call; i = inactive; ? = inconclusive; nt = no result given; & = joins results of further samples. Unless noted, the call rests on the fitted dose curve; in most records, active means well fitted curve in the direction sought with a large enough effect; inconclusive means small, poorly fitted or top-dose-only effect, or another doubt; inactive means no such curve, though single readings can be large; an effect the other way counts as inactive or inconclusive.

SMILES	pAkt inh	MmCpn inh	A549 viability	HepG2 viability	ATXN viability	TGFb SMAD3 inh	Nrf2 activator	CCT chaperon mod	Nrf2 inh
O=C(Cc1ccccc1[N+](=O)[O-])OCC(=O)c1c[nH]c2ccccc12	i	1.4%	0.5%	-25.9%	?	-2.0%	11.0%	-3.2	?
COCCn1c(C)cc(/C=C(\C#N)C(=O)OCC(=O)Nc2ccc(S(N)(=O)=O)cc2)c1C	i	-4.5%	-6.3%	-11.4%	i	-15.5%	-0.5%	-3.4	?
CCCc1c(C(=O)N2CCN(c3ccccc3OC)CC2)cnn1-c1ccccc1	i	-4.0%	0.8%	-22.8%	i	-27.0%	-0.1%	-2.3	-13.2%
CC(C)n1cnc2c(NCc3ccccc3)cc(N[C@H](C)CO)cc21	i	-6.9%	23.1µM*	0.631µM*	0.891µM*	?	-3.2%	0.2	?
Nc1cc(=O)n(Cc2ccccc2)c(=O)n1Cc1ccccc1	i	nt	-3.1%	-23.5%	i	-19.2%	0.3%	-8.2	4.8%
COc1cccc(NC(=O)C2CCC(CNS(=O)(=O)c3cccs3)CC2)c1 (stereo not drawn)	i	-3.5%	6.9%	-19.6%	i	-18.5%	0.2%	-0.9	?
CC(=O)Oc1ccc(Cn2c(C)c(C(=O)NCc3ccc(C#N)cc3)sc2=O)cc1	i	nt	nt	-17.8%	i	0.5%	-0.6%	-1.7	nt
Cc1ccc(NC(=O)CN2CCCCCC2)cc1Br	i	-0.3%	3.7%	-7.8%	?	-8.1%	3.2%	0.4	0.3%
Fc1cccc2sc(N3CCOCC3)nc12	i	0.4%	-11.4%	-6.9%	i	5.5%	2.9%	-1.2	21.5%
CC(C)OCC1Cn2c(nc3c2c(=O)n(C)c(=O)n3C)O1 (stereo not drawn)	i	2.4%	0.3%	11.0%	i	14.6%	0.2%	-0.4	4.0%
COc1ccc(C(N)c2csc(Nc3ncccn3)n2)cc1 (stereo not drawn)	i	nt	nt	-7.0%	i	1.7%	0.2%	-1.4	nt
CCN1CCN(C(=O)c2ccc3c(c2)N(Cc2ccccc2F)C(=O)c2ccccc2S3=O)CC1 (stereo not drawn)	nt	nt	-5.8%	-15.0%	?	0.0%	0.5%	nt	-4.5%
CC(C)OC(=O)c1cc(NC(=O)C2C3C=CC(O3)C2C(=O)O)cc(C(=O)OC(C)C)c1 (stereo not drawn)	i	2.7%	2.9%	0.5%	i	-17.6%	2.1%	-1.1	-10.2%
COc1ccc(S(=O)(=O)NCCOc2ccccc2)cc1OC	i	0.6%	-4.8%	-13.5%	i	?	0.4%	-0.4	10.5%
Cc1cc(C)c(-c2csc(NC(=O)COC(=O)c3ccc4c(c3)OCO4)n2)c(C)c1	i	0.4%	5.5%	21.3%	i	7.1%	0.1%	0.0	17.3%
CCOC(=O)C1=C(C)N=c2s/c(=C/c3ccccc3)c(=O)n2C1c1ccc(OC)c(OC)c1 (stereo not drawn)	i	0.9%	-4.6%	7.3%	i	9.1%	0.0%	-0.7	25.6%
COc1ccc(NC(=O)Cc2c(C)n(C(=O)c3ccc(Cl)cc3)c3ccc(OC)cc23)cc1	i	-0.2%	-2.3%	0.5%	i	-8.0%	0.1%	-0.7	-9.5%
CCN(c1ccc(OC)cc1)c1ncnc2nc[nH]c12	i	-1.3%	9.5%	2.6%	i	8.4%	-2.2%	-1.4	-18.9%
O=C(O)C1(Nc2ccccc2Cl)CCCC1	i	nt	3.2%	13.1%	i	12.2%	0.0%	-0.6	-0.4%
COc1cccc(NC(=O)c2cccc(C)c2[N+](=O)[O-])c1	i	2.9%	-21.6%	1.6%	i	14.2%	2.7%	2.7	?

Complete entries, quoted from the list:
Cc1cc(C)c(-c2csc(NC(=O)COC(=O)c3ccc4c(c3)OCO4)n2)c(C)c1 is entered as pAkt inh = i; MmCpn inh = 0.4%; A549 viability = 5.5%; HepG2 viability = 21.3%; ATXN viability = i; TGFb SMAD3 inh = 7.1%; Nrf2 activator = 0.1%; CCT chaperon mod = 0.0; Nrf2 inh = 17.3%
Nc1cc(=O)n(Cc2ccccc2)c(=O)n1Cc1ccccc1 is entered as pAkt inh = i; MmCpn inh = nt; A549 viability = -3.1%; HepG2 viability = -23.5%; ATXN viability = i; TGFb SMAD3 inh = -19.2%; Nrf2 activator = 0.3%; CCT chaperon mod = -8.2; Nrf2 inh = 4.8%

Additional structures follow:
SMILES	pAkt inh	MmCpn inh	A549 viability	HepG2 viability	ATXN viability	TGFb SMAD3 inh	Nrf2 activator	CCT chaperon mod	Nrf2 inh
Cc1ccc([C@H]2C[C@H](O)[C@@H](n3cc(C4CC4)nn3)CN2CC2CCCCC2)cc1	i	nt	nt	-67.7%	i	?	-1.1%	-8.8	nt
COc1ccc(NC(=O)c2ccc(NC(=O)CN3CCC(C(N)=O)CC3)cc2)cc1	i	-1.6%	-0.5%	-0.4%	i	-5.2%	0.2%	1.6	?
O=C(CN1CCC(n2nnc3ccccc32)CC1)NCc1cccs1	i	-0.6%	?	1.7%	i	-2.8%	2.7%	0.2	-18.1%
COc1ccc(NC(=O)c2ccc(-c3ccccc3)cc2)cc1S(=O)(=O)N1CCOCC1	i	-8.8%	-6.1%	1.5%	i	-1.4%	2.5%	-1.6	?
O=c1c2c3c(sc2n(Cc2ccc(F)cc2Cl)c(=O)n1-c1ccc(Cl)cc1)CCC3	nt	nt	2.5%	0.9%	i	12.3%	0.1%	nt	14.9%
COc1cc(C(C)=O)ccc1OCC(=O)N(CCC1=CCCCC1)c1c(N)n(Cc2ccccc2)c(=O)[nH]c1=O	i	-2.1%	2.0%	1.9%	?	-16.9%	-0.2%	-3.0	-7.6%
O=C(COC(=O)CCSc1ccccc1)Nc1ccc(F)cc1Cl	i	0.6%	6.9%	-7.9%	i	-0.5%	-0.6%	-2.3	17.9%
CCOc1ccc2[nH]cc(C(=O)NCc3ccccc3)c(=O)c2c1	i	0.4%	-12.0%	-39.8%	?	?	0.0%	-0.6	13µM*
CCn1c(=O)cc(SCC(=O)NCc2ccc(OC)cc2OC)c2ccccc21	nt	nt	-14.7%	-13.2%	i	16.1%	0.6%	nt	-17.9%
CC(C)CCNC(=O)CN(C)S(=O)(=O)c1cccc2nsnc12	i	1.1%	-3.8%	-0.9%	i	-5.4%	-0.9%	-1.1	6.1%
COc1ccc(S(=O)(=O)Nc2ccccn2)cc1C(=O)Nc1ccccc1	i	2.6%	-6.8%	3.8%	i	0.1%	-0.8%	-1.2	16.7%
CCC1(C)Cc2nc(Cl)c(C#N)cc2CO1 (stereo not drawn)	i	-1.0%	-3.6%	-10.9%	?	-16.5%	-0.1%	-1.2	-29.2%
NS(=O)(=O)c1ccc(NNC(=O)c2cccs2)cc1	i	0.1%	0.2%	-3.6%	i	7.2%	-0.7%	-0.9	9.5%
c1csc(CNc2ncnc3ccc(-c4ccc5c(c4)OCCO5)cc23)c1	nt	-2.5%&-22.8%	-21.0%	-51.5%	?	?	-2.5%	nt	?
COc1c(F)c(F)c(C(=O)Nc2c(C)cc(Br)cc2C)c(F)c1F	i	-2.3%	14.7%	10.7%	i	4.1%	-0.3%	1.2	16.9%
O=C(NC(=S)Nc1cc(C(F)(F)F)ccc1N1CCOCC1)c1ccc(-c2cccc(Cl)c2)o1	i	-0.6%	-0.7%	3.2%	i	-0.2%	2.9%	2.1	2.9%
Cc1nn(C(C)C(=O)Nc2cccc(F)c2)c(=O)c2c1sc1ccccc12 (stereo not drawn)	nt	nt	-2.1%	-0.3%	nt	9.2%	-0.1%	nt	-23.4%
O=C(CSc1nnc2ccc(-c3ccccn3)nn12)Nc1ccc(F)cc1	i	nt	nt	-2.4%	i	5.2%	-1.3%	1.0	nt
O=C(Nc1noc2ccccc12)c1ccc(F)cc1	nt	nt	0.8%	-65.6%	nt	nt	3.5%	nt	?
CSc1ccc(CN2CCC2(C)C(=O)Nc2cnc3ccccc3c2)cc1 (stereo not drawn)	i	nt	nt	-50.7%	i	?	3.4%	1.4	nt

Quoted at random: two compounds from above.
SMILES	pAkt inh	MmCpn inh	A549 viability	HepG2 viability	ATXN viability	TGFb SMAD3 inh	Nrf2 activator	CCT chaperon mod	Nrf2 inh
COc1ccc(S(=O)(=O)Nc2ccccn2)cc1C(=O)Nc1ccccc1	i	2.6%	-6.8%	3.8%	i	0.1%	-0.8%	-1.2	16.7%
CSc1ccc(CN2CCC2(C)C(=O)Nc2cnc3ccccc3c2)cc1 (stereo not drawn)	i	nt	nt	-50.7%	i	?	3.4%	1.4	nt

More records:
SMILES	pAkt inh	MmCpn inh	A549 viability	HepG2 viability	ATXN viability	TGFb SMAD3 inh	Nrf2 activator	CCT chaperon mod	Nrf2 inh
O=C1[C@H]2[C@@H](c3ccc(C(F)(F)F)cc3)N[C@]3(CCCN(Cc4ccc(Br)cc4)C3=O)[C@H]2C(=O)N1Cc1ccccc1	i	nt	nt	13.3%	i	-9.5%	0.0%	1.9	nt
CS(=O)(=O)N1N=C(c2ccco2)CC1c1ccco1 (stereo not drawn)	i	-0.5%	-6.3%	-6.2%	i	6.7%	3.5%	-2.5	11.8%
CCCCn1c(SCC(=O)Nc2ccc(NC(C)=O)cc2)nc2ccccc2c1=O	i	0.8%	-16.0%	-25.5%	i	-6.8%	-0.2%	-3.7	?
CCC(=O)N1CCc2cc(CNC(=O)c3ccc(C#N)cc3)ccc21	nt	nt	1.1%	0.7%	nt	2.4%	0.0%	nt	nt
CCc1ccc(-c2ccc(SCC(=O)NC3CCCC3)nn2)cc1	i	nt	nt	37.7%	?	-2.8%	0.4%	0.8	nt
